# Bioassay records (PubChem BioAssay)
# SK-BR-3 tox 24h = SK-BR-3 proliferation inhibitors, primary screen, cell-based, human, 24 h; SK-BR-3 viability, CellTiter-Glo ATP luminescence; active compounds read low; viability, % at 10 µM; 41,000 tested, 0.47% active;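 active means viability at or below the median of all test compounds minus 3 SD, in both replicates if run twice, cut at about 45% in these data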;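 further: 100% = median untreated cell wells and 0% = median positive control drug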
# An asterisk follows results filed as active. Not all compounds are listed; rates above refer to the full screens.
SMILES,SK-BR-3 tox 24h
CC(C)Cc1ccc(C(C)C(=O)O)cc1 (stereo not drawn),81
CC1=NN(c2ccccc2)C(=O)C1,99
COc1ccc(CN(CCN(C)C)c2ccccn2)cc1,108
COc1ccccc1OCC(O)COC(N)=O (stereo not drawn),98
CN(C)CCCN1c2ccccc2Sc2ccccc21,100
COc1cc2nc(N3CCN(C(=O)C4COc5ccccc5O4)CC3)nc(N)c2cc1OC (stereo not drawn),91
NS(=O)(=O)c1cc2c(cc1C(F)(F)F)NC(Cc1ccccc1)NS2(=O)=O (stereo not drawn),98
Cc1nnc(NS(=O)(=O)c2ccc(N)cc2)s1,100
c1ccc2c(CC3=NCCN3)cccc2c1,92
C[C@]12CC[C@H]3[C@@H](CCC4=CC(=O)CC[C@@]43C)[C@@H]1CC[C@@H]2C(=O)CO,95

# Copied from the list.
# SK-BR-3 tox 24h with c1ccc2c(CC3=NCCN3)cccc2c1 reads 92
# SK-BR-3 tox 24h with COc1ccc(CN(CCN(C)C)c2ccccn2)cc1 reads 108
# SK-BR-3 tox 24h with Cc1nnc(NS(=O)(=O)c2ccc(N)cc2)s1 reads 100
# SK-BR-3 tox 24h with CN(C)CCCN1c2ccccc2Sc2ccccc21 reads 100
# SK-BR-3 tox 24h with COc1cc2nc(N3CCN(C(=O)C4COc5ccccc5O4)CC3)nc(N)c2cc1OC (stereo not drawn) reads 91

# Two entries drawn at random from the list so far, as already listed:
SMILES,SK-BR-3 tox 24h
NS(=O)(=O)c1cc2c(cc1C(F)(F)F)NC(Cc1ccccc1)NS2(=O)=O (stereo not drawn),98
CN(C)CCCN1c2ccccc2Sc2ccccc21,100
